CSN deneddyl inh = inhibitors of human CSN-mediated cullin deneddylation | inhibition, % at 12.5 µM | Q92905 | Purified CSN, SCF-Nedd8-OG deneddylation, fluorescence polarization | 360,000 compounds, 0.38% hits;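 active = pattern-corrected inhibition above about 35%, with an unprinted fluorescence ratio check between 0.5 and 1.5, limit read from the data, passing the limit was not always enough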;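 note: 0% = enzyme with substrate and 100% = substrate without enzyme; some results filed as inactive read as strong as hits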
Target sequence (Q92905 whole entry, looked up, one chain of several): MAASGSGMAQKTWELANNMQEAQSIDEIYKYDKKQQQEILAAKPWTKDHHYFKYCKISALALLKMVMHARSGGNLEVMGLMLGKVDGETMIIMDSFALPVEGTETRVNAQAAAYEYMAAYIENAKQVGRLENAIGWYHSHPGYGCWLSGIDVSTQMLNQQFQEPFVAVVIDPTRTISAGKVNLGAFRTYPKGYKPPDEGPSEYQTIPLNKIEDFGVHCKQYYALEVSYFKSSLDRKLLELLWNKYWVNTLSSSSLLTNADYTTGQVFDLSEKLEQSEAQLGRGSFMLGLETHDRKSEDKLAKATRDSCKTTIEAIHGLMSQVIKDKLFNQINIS
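Assay system: purified human Csn5 enzyme expressed in HEK293T cells; Input: 0.24 nM Csn5 enzyme, final concentration; Reagent: 10 nM SCFSkp2-Nedd8OG; Compound dosing: 12.5 µM single point; Times: reaction 90 min, room temperature; Technique: fluorescence polarization readout.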
SUMO1 PPI mod = alters human SUMO1 binding to SIM partners; 360,000 compounds, 0.33% hits; SUMO1 binding to a labelled peptide, TR-FRET, 1 h; AID 602429; P63165; inhibition, % at 20 µM; in the data active = inhibition above about 37%
Target sequence (P63165 whole entry, looked up): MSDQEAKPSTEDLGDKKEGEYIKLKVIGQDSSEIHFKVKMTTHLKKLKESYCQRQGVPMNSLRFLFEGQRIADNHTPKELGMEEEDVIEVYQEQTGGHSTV
LMPTP inh = LMPTP (human) inhibition; inhibition, % at 20 µM; 360,000 compounds, 0.22% hits; AID 651560; recombinant LMPTP-A, OMFP fluorogenic substrate, fluorescence intensity;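 active = compounds that cut the enzyme signal by at least half of the control window in the single-dose screen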;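 note: plate controls were DMSO wells with enzyme plus substrate for no effect and substrate without enzyme for full effect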
Target sequence (P24666 whole entry, looked up): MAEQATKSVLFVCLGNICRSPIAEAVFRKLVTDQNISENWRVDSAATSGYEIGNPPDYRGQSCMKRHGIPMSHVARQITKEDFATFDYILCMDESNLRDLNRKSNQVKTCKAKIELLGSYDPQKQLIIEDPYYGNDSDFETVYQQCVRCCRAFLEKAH
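Material: LMPTP-A; amount: 0.625 nM enzyme; doses: single 20 µM dose; times: reaction 50 min, room temperature, dark; technique: fluorescence intensity of OMFP turnover product; benchmarks: no-enzyme and uninhibited controls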
STEP block = STEP (human) phosphatase inhibition | recombinant STEP, OMFP fluorogenic substrate, fluorescence | AID 588621 | 360,000 compounds, 0.25% hits | inhibition, % at 20 µM;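 active = inhibition at 20 µM, scaled per plate between control wells, above about 37%, limit read from the data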;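 note: 0% = DMSO with enzyme and substrate and 100% = substrate only without enzyme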
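Material: STEP (striatal-enriched tyrosine phosphatase) enzyme, cell-free | Medium: 50 mM Bis-Tris pH 6.0 with 2.5 mM DTT and 0.005% Tween 20 | Read-out: Percent inhibition scaled to no-enzyme and uninhibited-enzyme controls, plate-pattern corrected | Signal: Fluorescence read at 480 nm ex / 540 nm em | Times: 20 min reaction, room temperature, in the dark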
DNMT1 block = DNMT1 (human) enzyme inhibition; P26358; DNMT1 molecular beacon, Hinp1I cleavage, fluorescence; inhibition (reported as % activation of signal), % at 10 µM; 360,000 compounds, 0.83% hits; AID 588458; in the data active = inhibition above about 50%
NadD inh = inhibitors of Staphylococcus aureus NadD. purified NadD enzyme, colorimetric absorbance read-out. inhibition, % at 20 µM. 360,000 compounds, 0.78% hits. AID 602399; in the data active = inhibition above about 26%; note: some compounds past the cut are filed as inactive
Rpn11 inh = blocks the human proteasome subunit Rpn11; calls only at 20 µM; human 26S proteasome, Ub4-pepOG fluorescence polarization; 20S core pre-blocked with epoxomicin; 360,000 compounds, 0.59% hits; O00487;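 active = inhibition at 20 µM, scaled to each plate's controls, above about 33%, limit read from the data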
TbMetRS inhib = blocks T. brucei methionyl-tRNA synthetase activity. purified T. brucei MetRS, ATP depletion, Kinase-Glo luminescence. inhibition, % at 11.9 µM. 360,000 compounds, 0.4% hits. AID 624268;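 active = inhibition above a per-plate cutoff of the control wells' mean inhibition plus 3 SD, cut at about 5.5% in these data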;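 note: 0% = DMSO wells median and 100% = median of wells with control inhibitor compound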
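technique = Kinase-Glo luminescence, ATP depletion format | system = purified MetRS (methionyl-tRNA synthetase) enzyme from Trypanosoma brucei | timing = 15 min preincubation, 2 h reaction, all 25 °C | evaluation = percent inhibition versus plate control medians | dosing = single dose, 11.9 µM final nominal, 0.9% final DMSO | also added = substrates ATP, L-methionine and bulk Escherichia coli tRNA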
MLLE-PAM2 inh = inhibitors of microRNA-mediated deadenylation, human PABP1 MLLE binding; P11940; GST-MLLE / FITC-PAM2 fluorescence polarization; inhibition, % at 20 µM; 360,000 compounds, 0.36% hits; AID 588489; in the data active = inhibition above about 35%, passing the limit was not always enough;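 note: plate controls were DMSO wells with GST-MLLE for no effect and wells lacking GST-MLLE protein for full effect; some results filed as inactive read as strong as hits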
Scp1 inh = Scp-1 (human) phosphatase inhibition; Q9GZU7; Recombinant Scp1, phosphopeptide, malachite green phosphate absorbance; inhibition, % at 20 µM; 340,000 compounds, 0.88% hits; AID 493091;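 active = inhibition above about 50% at 20 µM, limit read from the data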;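 note: plate controls were DMSO wells with enzyme for no effect and wells lacking enzyme for full effect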
Target sequence (Q9GZU7 76-261 limits assumed): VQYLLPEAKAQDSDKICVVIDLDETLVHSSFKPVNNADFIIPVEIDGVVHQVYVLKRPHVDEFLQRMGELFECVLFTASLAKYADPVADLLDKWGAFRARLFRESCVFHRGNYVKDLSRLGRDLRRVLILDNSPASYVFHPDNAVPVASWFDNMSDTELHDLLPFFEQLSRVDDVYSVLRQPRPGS
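Test system: SCP-1 phosphatase catalytic domain, residues 76-261 | Compound dosing: One concentration, 20 µM, with 1.0% DMSO | Schedule: 45 min room-temperature reaction, 5 min colour, 30 min stabiliser | Detection: Absorbance at 630 nm | Read-out basis: % inhibition of SCP-1 phosphate liberation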
An asterisk follows results filed as active; i = inactive; x = not tested or not shown; + = active, no number.

The line under a structure holds: CSN deneddyl inh, SUMO1 PPI mod, LMPTP inh, STEP block, DNMT1 block, NadD inh, Rpn11 inh, TbMetRS inhib, MLLE-PAM2 inh, Scp1 inh
- CO/N=C\CC(=O)Nc1ccc(Cl)cc1Cl
→ -10, 2, -2.0, 6, -3, 5, i, 0.5, -3, -3
- Cn1c(/C=C/c2ccccc2)nc2ccccc21
→ -2, -8, 3.8, -1, -4, -3, i, -2.1, 11, -3
- C=CCN=C1S/C(=C\c2ccc(N(C)C)cc2)C(=O)N1CC=C
→ 16, -17, 2.5, 3, 2, -1, +, -0.5, -99, -8
- Cc1ccc(NC(=S)NC(NC(=O)c2ccco2)C(Cl)(Cl)Cl)cc1 (stereo not drawn)
→ 4, 0, -0.6, 1, -7, -6, i, -2.4, 3, -10
- CCCn1nnnc1NCc1ccc(OC)cc1
→ 8, -3, -2.3, 0, 0, 0, i, 0.2, 5, -8
- CCc1ccccc1NC(=O)CNC(=O)CCc1nc2sc3c(c2c(=O)[nH]1)CCCC3
→ 20, 9, 9.7, 7, 40, 1, i, -0.5, -27, 70*
- O=C1COc2ccc(C(=O)CSc3ccccc3C(=O)O)cc2N1
→ 4, 14, 16, -2, -1, -2, i, 0.5, 9, -11
- COC(=O)C1=C(N)OC2=C(C(=O)CC(C)(C)C2)C1c1ccoc1 (stereo not drawn)
→ 3, -4, -0.3, -1, -1, 9, i, 0.0, 15, 0
- COc1ccc(C(=O)/C=C2/C(=O)Nc3ccccc32)cc1
→ 6, -10, 0.6, 0, 5, 0, i, -0.9, 2, -13
- CC(OC(=O)c1nn(C)c(=O)c2ccccc12)C(=O)NC1CCCCC1C (stereo not drawn)
→ -1, -4, 0.5, 0, -1, 3, i, -0.3, 13, -6
- Cc1nn(C)c(C)c1S(=O)(=O)N(CC(=O)NCCCN1CCC(C)CC1)c1ccc(C(C)C)cc1
→ 6, -4, -0.8, -2, 1, -9, i, -1.1, 7, 26
- CCCc1nc2c(s1)CCc1onc(-c3ccc(Br)cc3)c1-2
→ -4, 3, 2.7, -1, -3, 6, i, -0.3, 4, -3
- Cc1cc(C(=O)OCC(=O)NNC(=O)c2cccs2)ccc1[N+](=O)[O-]
→ 3, -32, -0.5, 3, 2, -2, i, -0.2, -12, -3
- CCN1CCCC1CNC(=O)Cn1cnc2ccc(S(=O)(=O)N3CCC(C)CC3)cc2c1=O (stereo not drawn)
→ 3, -3, 11, 2, 2, 5, i, -0.1, -4, -3
- O=C1CC(Sc2ccc(Cl)cc2)C(=O)N1Cc1ccncc1 (stereo not drawn)
→ -1, 9, -0.5, 0, -4, 7, i, 0.2, 25, -11
- COc1ccc(-n2c(C)c(C(C)=O)c3cc(O)ccc32)cc1
→ 2, 0, -0.3, -1, 10, 1, i, 0.3, -4, 3
- CCOc1ccc2nc(N(CCN(C)C)C(=O)c3cc4ccccc4cc3OC)sc2c1
→ -4, -6, -2.8, 1, 2, 1, i, -0.6, -3, 2
- N#CCCN(C(=O)CN1c2cccc3cccc(c23)S1(=O)=O)c1ccccc1
→ -4, -13, -0.4, -2, -4, -2, i, 0.3, -1, -10
- c1csc(Cc2nc3ccccc3[nH]2)c1
→ -2, -3, -1.3, -1, 0, 1, i, 1.0, -19, 0
- NC(=O)c1ccc(NC(=O)c2ccc(CN3CCOCC3)cc2)cc1
→ -2, -4, -0.5, -1, 0, -6, i, -0.9, 0, -9
- Cn1c(=O)c(NCCc2ccccc2)c2c3c(cccc31)C(=O)c1ccccc1-2
→ -82, -43, -18, -166, 76*, 0, i, 0.4, i, -11
- COc1ccc(NC(=O)c2ccco2)cc1NC(=O)c1ccccc1
→ 0, -1, -0.5, -2, -1, 0, i, 1.0, 10, -1
- Cc1cc(C)c(NC(=O)CNC(=O)COC(=O)C2=COCCO2)c(C)c1
→ -6, 1, 1.0, 0, 2, -6, i, -0.2, -3, 3
- O=Cc1[nH]c2ccccc2c1N(C(=O)CCl)c1ccc([N+](=O)[O-])cc1
→ -1, -13, -0.8, -2, 3, -2, i, 1.0, -6, -4
- CCCCC1CCCC12NC(=O)NC2=O (stereo not drawn)
→ 2, 2, -1.1, 3, 0, -3, i, -0.7, 4, -4
- O=C(Nc1ccccc1)SC1CCCCC1
→ 1, 4, -0.9, 1, -1, -1, i, -0.2, 17, -5
- CCOC(=O)C1(C)CCCN(C(=O)c2ccc(F)c(Cl)c2)C1 (stereo not drawn)
→ -2, 0, -0.3, 0, -2, -3, i, -0.1, -2, x
- COc1ccc(-c2cccc(CCC(=O)N3CCN(c4cc(C)ccc4C)CC3)c2)cc1
→ 2, 3, 11, 7, -6, 9, i, -0.3, 3, 9
- COc1cccc(N2CC(C(=O)Nc3c(C)cccc3C)CC2=O)c1 (stereo not drawn)
→ 2, -1, -1.0, -3, -1, -6, i, -0.8, 0, 3
- O=C(O)c1ccc(OCc2ccc(C(=O)O)o2)cc1
→ 1, 3, -2.6, 11, 13, -4, i, 0.0, 4, 47

Later entries.
mol,CSN deneddyl inh,SUMO1 PPI mod,LMPTP inh,STEP block,DNMT1 block,NadD inh,Rpn11 inh,TbMetRS inhib,MLLE-PAM2 inh,Scp1 inh
NC(=O)C1(C(N)=O)OC1c1ccccc1 (stereo not drawn),4,3,0.6,-2,0,0,i,0.5,-12,-4
Cn1c(=O)c(C(=O)NCCc2ccccc2)c(O)c2ccccc21,-3,5,4.5,3,1,-9,i,0.4,-5,-10
S=P(N1CC1)(N1CC1)N1CC1,3,0,-3.1,-1,-2,-1,i,-1.2,23,-28
CCC(C)[C@H](NC(=O)NCc1ccc(F)cc1)C(=O)O (stereo partly drawn),4,2,0.8,1,0,-1,i,0.1,12,-6
COc1cccc(OCC(=O)NC2CCS(=O)(=O)C2)c1 (stereo not drawn),1,1,-1.6,-1,3,-1,i,-0.5,-8,-8
CCCCOC(=O)Nc1cc(C(=O)OC)ccc1C(=O)OC,8,12,1.4,4,2,-4,i,-0.9,-7,-13
Cc1ccc(-c2nnn(CC(=O)N3CCN(c4nc5ccccc5s4)CC3)n2)cc1,-2,-1,-1.3,2,11,13,i,-0.1,1,0
COc1ccc(CC(=O)OCC(=O)Nc2ccc3c(c2)OCO3)cc1OC,-4,4,1.4,0,-11,-1,i,0.0,-2,-9
COc1ccc(OC)c(C(O)c2ncc(-c3cccc(C(F)(F)F)c3)[nH]2)c1 (stereo not drawn),3,-5,1.2,-1,4,2,i,-0.3,16,x
O=C(C(Cl)Cl)N1CCN(c2ccccn2)CC1,-1,-1,-0.4,-4,0,2,i,-0.4,-11,3
COc1ccccc1C(=O)NNC1=NS(=O)(=O)c2ccccc21,0,0,-1.3,-1,-3,-1,i,-1.0,1,-6
COC(=O)c1cc(-c2ccc(OC)cc2)n[nH]1,-8,-1,-1.0,1,-3,-13,i,-0.5,18,-9
O=C1N(c2ccc(Cl)cc2)C(c2ccccc2)N2CCCN12 (stereo not drawn),4,1,-2.8,0,-4,2,i,-0.8,4,0
N#C/C=C1\Sc2ccccc2C(=O)N1CC(=O)N1CCN(S(=O)(=O)c2ccccc2)CC1,-3,0,-0.4,1,5,3,i,-0.1,-11,-10
O=C(Cn1c2[n+](c3ccccc31)CC(O)CS2)c1ccccc1 (stereo not drawn),-2,3,-2.3,-5,-3,-8,i,0.1,15,-8
CCN(Cc1ccccc1)C(=O)c1cccc(S(=O)(=O)N2CCN(c3ccccc3)CC2)c1,-1,5,-1.9,2,0,6,i,-0.4,-2,-4
Cc1ccc(S(=O)(=O)NCc2ccccc2)cc1,-6,1,-0.4,1,4,-1,i,1.9,-2,1
CC(C(=O)NC(N)=O)N1C(=O)NC(c2ccccc2)(c2ccccc2)C1=O (stereo not drawn),-3,0,0.3,2,2,3,i,0.1,-7,-3
O=C(O)c1ccccc1N/N=C/c1c(Sc2nnnn2-c2ccccc2)nc2ccccn2c1=O,97*,-19,-0.7,-13,36,3,x,0.0,-156,42
O=[N+]([O-])c1cccc(N/N=C/c2cccc(O)c2O)c1,-7,-8,24,2,-26,11,i,1.5,-2,-9
Nc1c(C(=O)c2ccccc2)oc2ccc([N+](=O)[O-])cc12,2,-11,1.0,-2,-3,-8,i,-0.5,25,-11
O=C(COC(=O)c1c(Cl)cccc1Cl)Nc1cccc(S(=O)(=O)NC2=NCCCCC2)c1,5,6,-0.6,0,2,-3,i,0.1,-3,-11
c1ccc(-c2ccccc2-n2cnnn2)cc1,1,6,-1.6,0,2,-1,i,0.4,7,-5

Compound activity from PubChem BioAssay.
